Compound activity as filed in PubChem BioAssay.
Cav32 inh = human Cav3.2 channel inhibition, primary screen; O95180; Cav3.2-expressing cells, Fluo-4 calcium fluorescence FDSS; hits give low values; B-score at 10 µM; actives 4% (n = 100,000);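 active = single-dose well whose peak fluorescence ratio is a statistical outlier from its plate by either plate-standardised score or position-corrected B-score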
An asterisk follows results filed as active. Not all compounds are listed; count on the stated rates, not on these rows.

Start of the listing, in advance, 2 compounds:
SMILES | Cav32 inh
COc1cc(NC(=S)NN2CCN(C)CC2)cc(OC)c1 | 0.0054
O=C(NCCO)c1c(O)c2cccc3c2n(c1=O)CC3 | -0.075

All compounds of this part (from the top)
SMILES | Cav32 inh
COc1cc(NC(=S)NN2CCN(C)CC2)cc(OC)c1 | 0.0054
O=C(NCCO)c1c(O)c2cccc3c2n(c1=O)CC3 | -0.075
COC(=O)c1ccc(C23CC4(C2)[C@H](CN(CC2CCCCC2)[C@@H]4c2ccccc2)C3c2ccc(Cl)nc2)cc1 (stereo not given in full) | -0.47
CCc1c(C)c(C#N)c2nc3ccccc3n2c1Nc1c(C)n(C)n(-c2ccccc2)c1=O | 0.23
CC(C)N1CC=C2C(C#N)=C(N)C(C#N)(C#N)C(c3ccccc3)C2C1 (stereo not given) | -2
CC(C)CN(C(=O)COC(=O)CCc1c[nH]c2ccccc12)C1CCS(=O)(=O)C1 (stereo not given) | 0.67
COc1cc2c(cc1OC)CN(CC(=O)Nc1ccccc1C#N)CC2 | 0.84
C=C(C)C1CC=C(C)/C(=N/NC(=O)COc2cccc(C)c2)C1 (stereo not given) | -2.9
Cc1c(Cl)ccc2c1NC(=O)[C@]21[C@@H]2C(=O)N(Cc3ccccc3)C(=O)[C@@H]2[C@@H]2CCCN21 | -3.1
Cc1ccc(N2C(=O)c3ccc(C(=O)Nc4cccnc4)cc3C2=O)c(C)c1 | -3.7
Cc1cc(C)n(S(=O)(=O)c2cc(Cl)ccc2Cl)n1 | -0.97
CC(=O)c1c(C)nn(C(=O)c2cccs2)c1C | 0.82
COc1ccc2c(c1)[nH]c1c(=O)n(Cc3ccccn3)cnc12 | 0.033
COc1ccc([N+](=O)[O-])cc1NC(=O)CSc1ccccc1 | 0.02
Cc1cccn2cc(CSc3ccccc3N)nc12 | -0.032
O=C1c2ccccc2C(=O)N1CC1c2ccccc2CCN1S(=O)(=O)c1ccccc1 (stereo not given) | 1.6
Cc1nccn1-c1ncnc2sc3c(c12)CCCC3 | 0.87
CC(C)CCNC(=O)CN(C(=O)Cn1nnc(-c2ccc(F)cc2)n1)C1CCCC1 | -1.5
C=CCn1c(SCC(=O)NCc2ccc3c(c2)OCO3)nnc1C1CCCCC1 | 0.029
CSc1nnc(-c2ccccc2)c(=O)[nH]1 | -0.077
COc1cc(C(=O)Oc2cc(C)cc(C)c2)cc(OC)c1OC | 0.079
CC(NCCc1ccc(O)cc1)C(O)c1ccc(O)cc1 (stereo not given) | 0.87
Cc1oc(-c2ccccc2F)nc1CS(=O)(=O)CC(=O)N1CCCCCC1 | 0.64
CCn1c(SCC(=O)Nc2ccc3c(c2)OCCO3)nnc1-c1ccccn1 | -0.085
Cn1c(/C=C/c2ccc([N+](=O)[O-])o2)nc2ccccc2c1=O | -0.77

(continued)
SMILES | Cav32 inh
Cc1cc(C)c(NC(=O)CN2C(=O)NC3(CCCCC3)C2=O)c(Cl)c1 | 1.5
CCOC(=O)c1c(NCc2ccc3c(c2)OCO3)c2ccccc2[nH]c1=O | -0.062
CCCCC(=O)Nc1cccc(NC(=O)C(C)C)c1 | 0.62
CCOC(=O)c1c(C)nc2sc3c(c2c1-c1ccc(OC)cc1)NC(c1ccccc1)NC3=O (stereo not given) | -3.9
CC1=C(C(=O)Nc2ccccc2)C(c2ccc(C)cc2)N=C(Nc2nc3ccccc3o2)N1 (stereo not given) | 0.32
CCN(CC)c1ccc(-c2nc3cnccn3c2NC2CCCC2)cc1 | -6.2*
O=C(CNS(=O)(=O)c1ccc(Br)s1)N1CCN(c2ncccn2)CC1 | 1.8
Cc1cc(C)c(C#N)c(N2CCCC(C(N)=O)C2)n1 (stereo not given) | 0.034
CSc1nc(-c2ccccc2)nn1C(=O)c1ccco1 | 0.65
COc1ccc(NC(=O)CN2CCN(c3ccccc3Cl)CC2)cc1 | -2.3
C=CCOn1c(=O)c(-c2ccc(OC)cc2)[n+]([O-])c2ccccc21 | -0.55
O=c1[nH]c2ccc(Cl)cc2c(=O)n1Cc1ccco1 | -0.062
CCOc1cc(S(=O)(=O)N2CCN(CC)CC2)ccc1Cl | 0.014
CCc1ccc(NC(=O)C2CCN(S(=O)(=O)c3c(C)[nH]c(=O)[nH]c3=O)CC2)cc1 | 1.1
COc1ccc(-c2cc3nc(C)cc(NCCO)n3n2)cc1 | -0.18
O=C(N/N=C/c1cc2c(cc1Cl)OCO2)c1ccccn1 | -1.4
COC(=O)c1ccc(/C=N/N2CCN(Cc3ccccc3)CC2)cc1 | 0.0089
CCOC(=O)C1CCN(C(=O)CCNC(=O)c2cc(OC)c(OC)c(OC)c2)CC1 | 0.14
CCOC(=O)C1=C(O)CCn2c1nc1ccccc12 | -1.9
Cc1cc(C(=O)CSc2nnnn2C)c(C)n1CCc1ccc(F)cc1 | 0.3
CCOc1ccc(C2C(C#N)=C(N)Oc3n[nH]c(C)c32)cc1OC(=O)C1CC1 (stereo not given) | 0.14
COc1ccc(NC(=O)[C@@H]2CC=C[C@@H]3CCN(C4CCCCC4)C(=O)[C@@H]32)cc1 | 0.14
O=C(NCc1ccc(OC(F)(F)F)cc1)C1CC(c2c(Cl)cccc2Cl)=NO1 (stereo not given) | -1.3
CCOC(=O)C1CCN(C(=O)C2CCN(S(=O)(=O)c3cccc4cccnc34)CC2)CC1 | 0.069
CCNC(=O)NC(=O)CSc1nc2ccccc2n1CCOC | 0.2

Further entries follow.
SMILES | Cav32 inh
COc1ccc(-c2ccc3c(N)c(C(=O)c4cccc(OC)c4)sc3n2)cc1 | -0.9
CCN(CC)C(=O)CC(c1ccc(N(C)C)cc1)c1c(OC)cc(OC)c2ccc(=O)oc12 (stereo not given) | -0.041
O=C(/C(=C/c1ccc(Cl)cc1)c1nc2ccccc2[nH]1)c1cccs1 | -1.8
Cc1cccc(N2CCN(C(=O)CCNC(=O)Cn3ccc4ccccc4c3=O)CC2)c1C | -0.64
CC(=O)Nc1ccc(-c2nnc(SCc3ccc(C)cc3)n2C)cc1 | 0.074
CN(C(=O)COC(=O)COc1ccc(Cl)cc1)C1CCCCC1 | -0.47
CC(C)CCNc1nc(-c2ccco2)c2c(c1C#N)CCCC2 | -1.2
COc1ccccc1NC(=O)CSc1nnc(-c2ccncc2)o1 | 0.21
CCOC(=O)C1CCCN(C(=O)c2cccs2)C1 (stereo not given) | 0.48
CN(C)S(=O)(=O)c1ccc2c(c1)c(=O)c(C(=O)N1CCOCC1)cn2C | -0.5
CC(=O)OCC(=O)NCc1ccc2c(c1)OCO2 | -0.61
CCOC(=O)N1CCC(NC(=O)c2cnc3n(c2=O)CCS3)CC1 | -0.046
O=C(Nc1ccccc1N1CCN(C(=O)c2ccc(Cl)cc2)CC1)c1cccnc1 | 0.15
CCOC(=O)N1CCN(c2nnnn2-c2ccccc2)CC1 | -0.63
N#Cc1cnn(Cc2ccc(Cl)cc2)c1N | 0.012
CC(C)C(=O)N(c1ccc2oc(=O)sc2c1)S(=O)(=O)c1cccs1 | -0.0067
Fc1cccc(Cl)c1CSc1nnc(COc2cccc3cccnc23)o1 | -2.8
CC(/C=N/n1c(-c2ccccc2)n[nH]c1=S)=C\c1ccco1 | 0.043
COc1cccc(N2CCN(C3CC(=O)N(c4ccc(Cl)c(Cl)c4)C3=O)CC2)c1 (stereo not given) | -6.4*
CCCN=C1N/C(=C\c2ccco2)C(=O)N1c1ccccc1 | 0.8
Cc1ccc(-n2nc3c4c(cccc4c2=O)-c2ccccc2-3)cc1 | -0.64
COC(=O)C1=C(C)NC2=C(C(=O)CCC2)C1c1cccs1 (stereo not given) | 1.1
Cc1ccc(C(=O)N/C(=C\c2cccs2)C(=O)NCCCn2ccnc2)cc1C | 1.4
CC(=O)C1=C(C)NC(SCC(=O)c2ccc(Cl)c(Cl)c2)=C(C#N)C1c1ccco1 (stereo not given) | -2.9
CC(=O)Nc1nc2c(F)cccc2s1 | -0.028

Rewritten tab-delimited: three of the compounds above
Compound	Cav32 inh
COC(=O)C1=C(C)NC2=C(C(=O)CCC2)C1c1cccs1 (stereo not given)	1.1
Cc1ccc(C(=O)N/C(=C\c2cccs2)C(=O)NCCCn2ccnc2)cc1C	1.4
CC(=O)C1=C(C)NC(SCC(=O)c2ccc(Cl)c(Cl)c2)=C(C#N)C1c1ccco1 (stereo not given)	-2.9

Going on with the list.
SMILES | Cav32 inh
Cc1cc(NC(=O)c2ccccc2F)n(-c2nc3ccccc3[nH]2)n1 | -0.19
COc1ccccc1NC(=S)N(CCc1nc2cc(C)c(C)cc2[nH]1)Cc1cccnc1 | -0.11
Cc1c(C)[n+](=O)c2c(n1[O-])CCC2 | 0.11
Cc1ccc(S(=O)(=O)N2CCN(C(=O)N3CCOCC3)C2c2ccc(N(C)C)cc2)cc1 (stereo not given) | 0.057
COCC(C)n1c(-c2ccc3c(c2)NC(=O)CO3)csc1=Nc1ccc(OC(F)F)cc1 (stereo not given) | -1.8
Cc1ccc2c(c1)NC(=O)CC(c1ccccc1)=N2 | 0.036
Cc1ccc(NC(=O)N2CCCC2C(=O)NCCC2=CCCCC2)cc1 (stereo not given) | 0.098
COc1ccccc1N1CCN(C/C(O)=C(\C#N)c2nc(-c3ccccc3)cs2)CC1 | -0.98
Oc1c(C=NCc2ccncc2)sc2ccccc12 | 0.71
CCn1c(=N)n(CC(=O)c2ccc(OC)cc2)c2ccccc21 | -0.04
COc1cccc(C2C(=O)N(C3CCCCC3)CC(=O)N2Cc2ccc(F)cc2)c1 (stereo not given) | -0.71
CC1(C(=O)N(CC(=O)NC2CCCC2)Cc2ccco2)CC(=O)N=C2C=CC=CN21 (stereo not given) | -0.031
CCOc1ccccc1C(=O)NCCCn1ccnc1 | -0.14
O=c1c2cnn(-c3ccc(F)cc3)c2ncn1Cc1ccccn1 | 0.73
COc1ccccc1-c1noc(-c2cccnc2)n1 | -0.95
Nc1cc2c(cc1C(=O)c1ccc(Cl)cc1)OCCO2 | -1
CCOC(=O)c1ccc(N2C(=O)CC(Sc3nnc(C)s3)C2=O)cc1 (stereo not given) | 0.59
Cc1ccc(C(=O)NC(Cc2c[nH]c3ccccc23)C(=O)O)o1 (stereo not given) | -1
Cc1ccc(C(C)C)c(OCc2nnc(SCC(=O)Nc3nccs3)n2C)c1 | -1.5
COc1cccc(/C=N\Nc2nncc(-c3ccccc3)n2)c1 | -1.7
CCOC(=O)/C=C1\SCC(=O)N1CC(=O)Nc1ccc(OC)c(OC)c1 | -0.044
Cc1cc(C(=O)N2CCc3ccccc32)c2cc(F)ccc2n1 | -0.055
CCOC(=O)c1c(C)cc(C)n2c1nc1ccccc12 | 0.96
O=C(CSc1nnnn1-c1ccccc1)Nc1ncc2c(n1)CC(c1ccccc1)CC2=O (stereo not given) | -0.58
Cc1occc1-c1nnc(SCC(=O)c2ccccc2)n1CC1CCCO1 (stereo not given) | -0.35

Part of the list above in order of heavy-atom count, smallest number first:
SMILES | Cav32 inh
COc1ccc(-c2cc3nc(C)cc(NCCO)n3n2)cc1 | -0.18
CC(C)CCNc1nc(-c2ccco2)c2c(c1C#N)CCCC2 | -1.2
Cc1ccc(N2C(=O)c3ccc(C(=O)Nc4cccnc4)cc3C2=O)c(C)c1 | -3.7

(further entries)
SMILES | Cav32 inh
COc1ccc(-c2noc(C3CCCN(S(=O)(=O)c4ccc(C)c(Cl)c4)C3)n2)cc1OC (stereo not given) | -2.3
CSCC[C@H](NC(=O)c1ccc(Cl)c(S(=O)(=O)N2CCCC2)c1)c1nc2ccccc2[nH]1 | -2.6
Cc1ccc(C(=O)N(Cc2ccc3c(c2)OCO3)Cc2nc3ccccc3c(=O)[nH]2)cc1 | -0.89
Cc1nc(SCC(=O)N2c3ccccc3Sc3ccccc32)n[nH]1 | -0.034
CCN(C(=O)CSc1nc2ccccc2n1CCc1ccccc1)C1CCS(=O)(=O)C1 (stereo not given) | 0.33
CCOC(=O)c1ccccc1NC(=O)c1nc2nccc(C)n2n1 | 1
CC(C)(C)NC(=O)c1nc2ccccc2s1 | 0.4
Cc1sc2nc3n(c(=O)c2c1C)CCCCC3 | 0.24
COc1cccc(NC(=O)C2c3cc(OC)c(OC)cc3C(=O)N(C)C2c2cccnc2)c1 (stereo not given) | 0.32
C=CCSc1nc2ccccc2n1S(=O)(=O)c1ccc(C)cc1 | -1.4
CC(C)Cc1cc(C(=O)Nc2ccc(F)cc2F)no1 | -0.33
CCOc1ccccc1OCCCC(=O)N1CCN(S(=O)(=O)c2cccc(F)c2)CC1 | 0.46
N#Cc1c(N2CCN(C(=O)c3ccccc3)CC2)nc(-c2ccccc2)c2c1CCCC2 | -4.9*
N=c1c2c(-c3ccccc3)c(-c3ccccc3)oc2ncn1Cc1ccco1 | -2.4
Cn1c(SCc2c(Cl)cccc2Cl)nc(C(F)(F)F)cc1=O | -0.76
CCCCOC(=O)CCc1nc2ccccc2[nH]c1=O | 0.54
CCOC(=O)c1[nH]c2ccc(OC)cc2c1NC(=O)CCN1CCCC(C)C1 (stereo not given) | -0.008
CCOC(=O)c1cccc(NC(=O)c2cc3sccc3n2C)c1 | -1.8
O=C(NCC1CCCO1)c1onc(CSc2ccc(F)cc2)c1C(=O)O (stereo not given) | 0.54
CCSc1nnc([C@H](Cc2c[nH]c3ccccc23)NC(=O)OC(C)(C)C)o1 | -2.5
CCN1CCN(CC(=O)NC2CCCC2)C(=O)C1=O | 0.61
Cn1c(NCCCO)nc2c(c1=O)C1(CCCCC1)Cc1ccccc1-2 | -1.9
O=C(CN(C(=O)CNC(=O)c1ccco1)c1ccc(Cl)c(Cl)c1)NC1CCCCC1 | -4.3*
Cn1nccc1C(=O)NC(=S)Nc1sc2c(c1C#N)CCCCC2 | -0.23
CCC(=O)c1ccc(OCc2ccc(C(=O)OC)o2)c(OC)c1 | -0.24

The last 2 records of the part above come first, to join the parts:
SMILES | Cav32 inh
Cn1nccc1C(=O)NC(=S)Nc1sc2c(c1C#N)CCCCC2 | -0.23
CCC(=O)c1ccc(OCc2ccc(C(=O)OC)o2)c(OC)c1 | -0.24
CCOc1ccc(C2=Nn3cnnc3SC2)cc1 | 0.7
C=CCc1ccc(OCC(O)COCC)c(OC)c1 (stereo not given) | -3.3
CCN1CCN(C(=S)Nc2ccccc2Cl)CC1 | 0.23
CSc1ccccc1C(=O)Nc1ncc(C)s1 | 3.3
Cc1ccc(C(=O)O/N=C/c2c(N3CCOCC3)n(C)c3ccccc23)cc1 | -0.88
Cc1ccc(-c2nnn(CC(=O)N(Cc3ccccc3)C(C(=O)NC(C)(C)C)c3ccncc3)n2)o1 (stereo not given) | 0.015
